# H69AR growth 86K = growth inhibitors of human H69AR lung tumor cells. H69AR lung tumor viability, ATP luminescence, 72 h; hits give low values. viability, % at 10 µM. 6% of 85,000 active. AID 598;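 active = viability at or below 40%; inactive = viability above 40%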;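 note: multidrug resistant small cell line overexpressing MRP-1 efflux transporter; 100% = mean luminescence of untreated control wells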
# Ecoli WT expand = growth inhibitors of E. coli BW25113 wild type | OD600 absorbance | 0.15% of 98,000 active | growth inhibition, % at 100 µM;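 active = growth inhibition above about 50% at one test dose, limit read from the data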;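 note: growth measured after 20 h incubation at 37 °C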
# HUVEC inhibit = inhibitors of human endothelial cell proliferation | HUVEC proliferation, CellTiter-Glo luminescence, 72 h; hits give low values | viability, % at 10 µM (by protocol) | 1.1% of 86,000 active | AID 648;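 active = viability at or below 30%; inactive = viability above 30%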;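 note: 100% = median luminescence of DMSO-only cell control wells on each plate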
# PostGolgi yeast = growth inhibition of a yeast mutant, post-Golgi transport screen; post-Golgi transport phenotypic cell assay; inhibition, % at 10 µM; 0.9% of 98,000 active;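 note: yeast cells grown in 1536-well plates; yeast grown about 18 h at 30C before absorbance read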
# S1P2 agonist = S1P2 (human) receptor agonism. O95136. S1P2-expressing cell line, agonist reporter read-out. activation, % at 4.5 µM. 0.46% of 97,000 active; in the data active = activation above about 16%;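 note: 0% = vehicle low control and 100% = maximal reference agonist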
# Target sequence (O95136 whole entry, looked up): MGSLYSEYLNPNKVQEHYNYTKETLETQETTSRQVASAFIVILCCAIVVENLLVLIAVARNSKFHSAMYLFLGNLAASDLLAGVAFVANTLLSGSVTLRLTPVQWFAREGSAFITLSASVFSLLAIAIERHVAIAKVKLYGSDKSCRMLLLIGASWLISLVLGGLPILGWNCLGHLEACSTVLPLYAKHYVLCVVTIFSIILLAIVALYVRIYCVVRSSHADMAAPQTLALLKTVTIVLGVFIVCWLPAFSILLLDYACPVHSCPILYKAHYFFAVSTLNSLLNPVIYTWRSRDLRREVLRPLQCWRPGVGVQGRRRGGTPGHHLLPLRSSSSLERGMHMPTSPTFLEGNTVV
# Fibroblast inh = blocks proliferation of human lung fibroblasts. LL 47 human lung fibroblast viability, ATP luminescence; hits give low values. viability, % at 10 µM. 1.1% of 85,000 active;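 active = viability at or below 50% in the single dose screen; inactive = viability above 50%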;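 note: compound exposure lasted 72 h before the ATP readout; 100% = median luminescence of untreated cell-only wells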
#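 Test system: LL 47 human lung fibroblasts / Incubation: 72 h compound exposure at 37 °C after overnight plating / Technique: luminescent ATP detection, CellTiter-Glo / Compound dosing: 0.1% DMSO in all compound wells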
# S1P2 antag = S1P2 (human) receptor antagonism. O95136. cell-based S1P2 antagonist assay, inhibition at 5 uM. inhibition, % at 5 µM. 0.21% of 97,000 active. AID 736; in the data active = inhibition above about 45%;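 note: CRE beta-lactamase reporter cells expressing human S1P2 stimulated with S1P; 0% = agonist at EC80 alone and 100% = agonist plus reference antagonist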
# DAT uptake mod = changed human dopamine transporter uptake under cocaine IC80; Q01959; LLC-PK1 hDAT cells, [14C]-dopamine uptake with cocaine IC80; actives deviate in either direction; B-score at 10 µM; 1.3% of 110,000 active; AID 449768;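 active = Z score or B-score, a plate-position-corrected score, falls beyond the plate's 99.7% confidence bounds, in either direction; inactive = both scores lie inside the 99.7% bounds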;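 note: scored against the spread of the other compound wells on the same plate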
# Target sequence (Q01959 whole entry, looked up): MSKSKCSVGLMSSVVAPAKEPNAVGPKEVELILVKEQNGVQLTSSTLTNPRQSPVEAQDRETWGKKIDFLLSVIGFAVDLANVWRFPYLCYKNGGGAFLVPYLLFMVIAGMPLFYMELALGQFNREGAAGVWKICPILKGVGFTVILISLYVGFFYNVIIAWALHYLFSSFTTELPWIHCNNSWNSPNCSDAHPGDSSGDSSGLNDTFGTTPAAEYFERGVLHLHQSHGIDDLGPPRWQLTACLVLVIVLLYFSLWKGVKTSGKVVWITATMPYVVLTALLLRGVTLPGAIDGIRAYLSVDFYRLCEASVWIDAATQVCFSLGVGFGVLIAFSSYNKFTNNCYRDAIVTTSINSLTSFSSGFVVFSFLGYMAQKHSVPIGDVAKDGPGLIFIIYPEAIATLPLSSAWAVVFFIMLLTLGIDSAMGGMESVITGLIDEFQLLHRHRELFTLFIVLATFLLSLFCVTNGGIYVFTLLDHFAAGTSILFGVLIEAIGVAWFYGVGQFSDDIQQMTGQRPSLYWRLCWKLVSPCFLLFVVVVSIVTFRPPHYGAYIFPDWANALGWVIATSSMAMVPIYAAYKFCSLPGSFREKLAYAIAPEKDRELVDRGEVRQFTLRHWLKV
# PostGolgi ctrl = yeast control strain growth, post-Golgi counter-screen. efflux-deficient yeast background strain, growth absorbance A615, 16 h. inhibition, % at 10 µM. 5% of 98,000 active. AID 738
# Active calls of the source: *; x = no result given. Cut-off read from the data, not from the text of the source, unless noted: active = inhibition above about 30%; inactive = the rest.
structure	H69AR growth 86K	S1P2 agonist	DAT uptake mod	Fibroblast inh	PostGolgi yeast	S1P2 antag	HUVEC inhibit	PostGolgi ctrl	Ecoli WT expand
COCCNC(=O)CSc1nc2ccc(N3CCOCC3)cc2c(=O)n1Cc1ccc(OC)cc1	x	-7	-0.3	x	1	-14	x	11	1
O=C(NCN1CCCCC1)c1cnccn1	106	-3	-0.81	103	2	6	118	0	0
COc1cc(Br)cc(CN2CCN(C=O)CC2)c1O	103	-9	-0.74	100	4	3	112	0	12
COCC(=O)N(C)c1nnc(-c2cnc(C)cn2)s1	99	-1	-1.5	108	5	-5	104	12	1
CC1CCCCC1NC(=O)C1CCN(S(=O)(=O)c2ccc3c(c2)CCC(=O)N3)CC1 (configuration not stated)	93	11	-0.21	103	15	15	101	2	1
CCC(Oc1ccccc1)C(=O)Nc1nnc(C)s1 (configuration not stated)	113	-4	-1.1	92	11	10	89	31*	-4
O=C1CC(Nc2ccc3ccccc3c2)C(=O)N1Cc1ccccc1 (configuration not stated)	93	-4	-0.6	97	0	9	95	38*	-4
CCOC(=O)C(NC(C)=O)C(OC(C)=O)c1cccc(N(CCO)CCO)c1 (configuration not stated)	95	-4	-0.58	94	6	-4	99	7	-3
CC(C)c1ccc(NC(=O)COc2ccc(S(=O)(=O)N3CCOCC3)cc2)cc1	x	-6	-0.69	x	-10	-3	x	2	5
CC(C)(C)c1cc(=O)n2c(C#N)c(C#N)nc2[nH]1	100	-5	-0.42	98	-9	11	94	3	-3
OCCCN=c1cc(-c2ccccc2)oc2ccc(Cl)cc12	43	-4	0.08	76	-10	-44	89	-4	-5
Oc1ccc(-c2cn3c(n2)SCC3)cc1	91	-2	-0.37	99	3	2	93	0	1
COc1ccccc1N1CCN(C(=O)c2c(-c3ccccc3)noc2C)CC1	x	-1	2	x	-2	20	x	12	4
CN1CCN(C(=S)c2ccc(N(C)C)cc2)CC1	90	-3	-0.66	98	-1	8	101	4	7
Cc1ccc(C=C2C(=O)c3ccccc3C2=O)s1	x	-1	-0.48	x	1	0	x	13	6
COc1ccc(S(=O)(=O)NCCc2ccccc2)cc1	96	-4	-0.092	98	-4	6	106	4	7
CC(C)OC(=O)CSc1nnc(-c2cnccn2)n1C	94	-1	-0.37	94	10	-9	100	19	-19
O=C(CSc1ncccn1)NC(=O)NCc1ccccc1	98	-2	-0.2	108	0	-5	96	13	3
FC(F)(F)c1nnc2ccc(N3CCN(c4ccccc4)CC3)nn12	92	-1	-0.74	112	5	1	85	17	-2
O=C(Nc1ccc(S(=O)(=O)NCc2ccccc2)cc1)Nc1ccc2c(c1)OCO2	52	-6	0.78	62	8	-7	65	13	0
CC1(C)Cc2nc3sc4c(N(CCO)CCO)ncnc4c3cc2CO1	x	0	0.37	x	4	1	x	5	-7
Cc1nc(Oc2ccc(Cl)cc2)c2oc3ccccc3c2n1	81	-5	-0.042	101	3	8	101	11	-2
Oc1c(C(c2ccco2)N2CCOCC2)sc2ncnn12 (configuration not stated)	92	-8	0.96	101	-3	0	106	1	-6
CC1(C)Cc2c(c(N3CCOCC3)nc3sc4c(NCc5ccco5)nnnc4c23)CS1	37*	3	1	84	11	-48	87	17	-7
Cn1c(=O)c2c(-c3ccccc3)n3c4ccccc4ncc3c2n(C)c1=O	38*	-6	0.028	91	x	-8	70	x	x
CCC1SC2=NC(C)=C(C(=O)OC)C(c3ccc(C)cc3)N2C1=O (configuration not stated)	107	-8	0.31	97	-13	-4	106	42*	0
CCOc1ccc(C(=O)NC2CCN(C(=S)NCc3ccco3)CC2)cc1	x	-7	0.016	x	-6	11	x	-6	3
O=C(NCc1ccco1)c1cnc2n(c1=O)CCS2	91	-3	0.041	97	x	15	103	x	x
N#Cc1c(NC(=O)CCn2cnc3ccccc3c2=O)oc(-c2ccccc2)c1-c1ccccc1	96	-4	-0.05	100	7	-5	80	0	-13
COC(=O)CC1C(=O)NCCN1C(=O)CSc1nnc(Nc2ccc(OC)cc2)s1 (configuration not stated)	84	-4	0.18	97	-5	18	99	2	4

# Sorted by molar mass (rising): some entries from above
structure	H69AR growth 86K	S1P2 agonist	DAT uptake mod	Fibroblast inh	PostGolgi yeast	S1P2 antag	HUVEC inhibit	PostGolgi ctrl	Ecoli WT expand
COc1ccccc1N1CCN(C(=O)c2c(-c3ccccc3)noc2C)CC1	x	-1	2	x	-2	20	x	12	4
CCOC(=O)C(NC(C)=O)C(OC(C)=O)c1cccc(N(CCO)CCO)c1 (configuration not stated)	95	-4	-0.58	94	6	-4	99	7	-3
O=C(Nc1ccc(S(=O)(=O)NCc2ccccc2)cc1)Nc1ccc2c(c1)OCO2	52	-6	0.78	62	8	-7	65	13	0

# Single records (already shown).
# CC(C)OC(=O)CSc1nnc(-c2cnccn2)n1C in the list: H69AR growth 86K = 94; S1P2 agonist = -1; DAT uptake mod = -0.37; Fibroblast inh = 94; PostGolgi yeast = 10; S1P2 antag = -9; HUVEC inhibit = 100; PostGolgi ctrl = 19; Ecoli WT expand = -19
# COc1ccc(S(=O)(=O)NCCc2ccccc2)cc1 in the list: H69AR growth 86K = 96; S1P2 agonist = -4; DAT uptake mod = -0.092; Fibroblast inh = 98; PostGolgi yeast = -4; S1P2 antag = 6; HUVEC inhibit = 106; PostGolgi ctrl = 4; Ecoli WT expand = 7

# Next part
structure	H69AR growth 86K	S1P2 agonist	DAT uptake mod	Fibroblast inh	PostGolgi yeast	S1P2 antag	HUVEC inhibit	PostGolgi ctrl	Ecoli WT expand
CCOC(=O)c1cc(-c2ccccc2)sc1NC(=O)C(C)N1C(=O)NC(C)(c2ccc(Cl)cc2)C1=O (configuration not stated)	x	-2	0.16	x	5	-7	x	15	-4
Cc1nn(C)c(=O)n1-c1ccc(Oc2ccccc2)cc1	x	-3	0.048	x	-3	16	x	10	9
CC(=O)Nc1cc(C(C)(C)C)c(O)c(C(C)(C)C)c1	96	0	0.2	96	-8	-2	100	33*	0
COC(=O)C1=C(N)c2c(F)cccc2C1(C#N)c1ccccc1 (configuration not stated)	62	-1	0.065	103	-10	2	92	10	4
O=c1[nH]c2cc3c(cc2cc1CN(Cc1nnnn1CC1CCCO1)C1CCCCC1)OCO3 (configuration not stated)	69	-4	x	97	5	-6	76	10	-2
COc1cccc(-c2nnc(SCc3ccc(C#N)cc3)n2Cc2ccco2)c1	66	-3	2.1	103	-2	8	92	23	-4
COc1ccc(/C=N/n2cc(-c3ccc(OC)cc3)nc2N)cc1	25*	-4	0.96	94	3	-2	84	13	-6
Cn1c(SCc2cc(=O)[nH]c3ccccc23)nnc1-c1ccco1	101	-8	0.62	104	-1	13	86	7	2
O=C(Nc1nc2c(s1)CCCC2)c1ccc2ncsc2c1	83	x	x	100	0	x	73	11	-9
CC1(C)CC2(CC(C)(C)NC(=O)N2)NC(=O)N1	98	-2	x	106	9	-35	94	9	-2
CC1CCCC(C)N1S(=O)(=O)c1ccc(S(=O)(=O)NCc2ccccc2)cc1 (configuration not stated)	36*	-4	0.31	46*	x	4	90	x	x
CCOC(=O)c1cnc2cc(C)nn2c1-c1ccccc1	83	-3	-0.44	95	4	-16	89	1	-9
CC(C)N(CCc1ccncc1)C(=O)Nc1ccc(F)cc1	102	-5	-1.3	106	-4	-3	99	-6	5
Fc1ccc(CSc2nncn2NCc2ccc3c(c2)OCO3)cc1	96	2	x	x	15	3	106	2	2
CCN(CC)CCCN(Cc1cc2cc3c(cc2[nH]c1=O)OCO3)C(=O)Nc1ccccc1OC	83	-3	0.74	105	5	30	95	-3	1
CN(C)CCNc1ncnc2c1sc1nc(N3CCOCC3)c3c(c12)CC(C)(C)SC3	94	1	1.5	16*	9	-25	17*	16	12
CN(C)S(=O)(=O)c1ccc2c(c1)nc1n2CCC1	96	-6	-2.5	100	-3	-8	92	5	0
COn1c(SCc2ccc(Cl)cc2)nc2ccccc2c1=O	95	-2	-0.16	94	-5	21	98	16	-4
COCCCNc1ncnc2ccc(C)cc12	95	-7	-0.75	102	x	3	95	x	x
Cc1ccc(S(=O)(=O)N2CCN(C(=O)N3CCOCC3)C2C)cc1 (configuration not stated)	111	-3	-1.5	98	1	-3	102	11	2
CC(C)(C)NCCCCOc1ccc(F)cc1	93	-3	-0.0038	110	0	-10	102	-9	2
COCCn1c(N)c(C#N)c2nc3ccccc3nc21	85	3	-0.2	107	2	-6	104	0	8
Cc1cc(C)n(/N=C/c2c[nH]c3ccccc23)c(=O)c1	92	-4	-0.059	96	9	4	77	7	-14
COc1cc(C2C(C(C)=O)=C(O)C(=O)N2CCc2c[nH]c3ccccc23)ccc1O (configuration not stated)	102	-10	-0.48	96	8	13	111	0	-8
COc1ccc(OC)c(NC(=O)Cn2cc(C#N)c3ccccc32)c1	62	-3	-0.074	94	2	-8	87	11	-6
Cc1noc(C)c1S(=O)(=O)Nc1ccc(C(=O)NC2CCCCC2C)cc1 (configuration not stated)	x	-1	0.94	x	-1	26	x	-7	-13
COc1cccc(NC(=O)CSc2nnnn2C(C)C)c1	90	-4	0.21	94	0	7	90	2	6
CCCS(=O)(=O)N1CCCC(C(=O)NCc2ccc(C)cc2)C1 (configuration not stated)	100	-10	-2.6	101	-5	5	102	3	-1
O=C(Nc1ccnc(-c2cccnc2)n1)c1ccc(Cl)cc1	x	-3	0.49	x	6	-5	x	4	4
COc1ccccc1C1C2C(=O)N(c3ccccc3)C(=O)C2ON1c1ccccc1 (configuration not stated)	88	-7	0.38	103	-5	-2	91	14	-2

# As entered above.
# `Cc1noc(C)c1S(=O)(=O)Nc1ccc(C(=O)NC2CCCCC2C)cc1` (configuration not stated) @ S1P2 agonist = -1
# `CN1CCN(C(=S)c2ccc(N(C)C)cc2)CC1` @ PostGolgi yeast = -1

# Next part
structure	H69AR growth 86K	S1P2 agonist	DAT uptake mod	Fibroblast inh	PostGolgi yeast	S1P2 antag	HUVEC inhibit	PostGolgi ctrl	Ecoli WT expand
CCCn1nnnc1NC(=O)CSc1ccc(Cl)cc1	65	0	-1.5	98	1	23	86	3	17
CC(Oc1ccc(Cl)cc1Cl)c1nc(-c2ccc(NC(=O)c3ccccn3)cc2)no1 (configuration not stated)	29*	-5	-0.16	88	x	-10	45	x	x
OC1(c2ccc(OC(F)F)cc2)CSC(=Nc2cccnc2)N1C1CC1 (configuration not stated)	81	-8	-0.88	99	-6	28	86	30*	15
COC(=O)CCCc1nc2ccccc2s1	107	-3	-0.56	103	1	9	103	6	4
COc1ccccc1Nc1nc(-c2sc(NC(=O)CC(C)C)nc2C)cs1	x	-5	2.7*	x	-7	15	x	-2	-6
Cc1cccc2c1N1C(=O)c3c(C(=O)O)cccc3C1CC2C (configuration not stated)	98	-3	0.37	101	x	-3	94	x	x
Fc1ccc(-c2ccc(-c3nn4c(-c5ccco5)nnc4s3)o2)cc1	40	-10	-8.2*	105	-2	-4	77	13	-15
CCOC(=O)c1c(NC(C)=O)sc2c(O)c(CN3CCN(CC)CC3)ccc12	83	-3	0.028	106	1	9	102	0	-5
Cc1cc(C)n2nc(C(=O)OCC(=O)Nc3ccc4c(c3)OC(F)(F)O4)nc2n1	107	-1	-0.4	102	-8	-7	98	7	-2
COc1ccc(C(C)=O)cc1CSc1nc2ccccc2o1	90	-1	-1.4	95	-2	12	90	17	-10
Cc1ccc(NC(=O)/C=C/c2cccs2)c([N+](=O)[O-])c1	x	-5	-1.3	x	14	-4	x	-1	-15
Cc1ccc(NC(=O)CCNS(=O)(=O)c2cccc3nonc23)cc1	94	x	0.072	103	10	x	107	-4	31
COc1ccc(N/C(C)=C2/C(=O)C(=O)N(CCO)C2c2ccc([N+](=O)[O-])cc2)cc1 (configuration not stated)	94	-4	0.93	98	1	11	99	-1	-5
CCOC(=O)c1ccccc1NC(=O)c1cccnc1	80	-3	0.96	106	x	-19	95	x	x
O=C(O)c1cccc(COc2ccccc2Cl)c1	x	x	1.1	x	-11	x	x	11	-1
O=C(c1ccc(Br)o1)N(Cc1ccccc1)c1ccccn1	103	-3	-0.52	93	3	-14	91	6	0
CC1=C(C)/C(=N\OS(=O)(=O)c2ccccc2)C=CC1=O	1.5*	-1	-1.1	3.5*	-5	96*	3.8*	27	7
N#Cc1ccccc1Sc1ccccc1N	x	-2	-0.99	x	-7	18	x	14	2

# Source: PubChem
